# V1R ag counter: counter-screen for oxytocin receptor agonists: human V1a receptor agonists; P37288; CHO-V1R cells, Fluo-8 calcium fluorescence, agonist mode; 0% DMSO, 100% 3 nM vasopressin; activation, % at 3 µM; 0.25% of 320,000 active;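 active = activation above the mean activation of all tested compounds plus 3 SD, per screening run, cut at about 20% in these data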;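 also: signal is peak over basal fluorescence ratio across a 100 second FLIPR read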
# Target sequence (P37288 whole entry, looked up): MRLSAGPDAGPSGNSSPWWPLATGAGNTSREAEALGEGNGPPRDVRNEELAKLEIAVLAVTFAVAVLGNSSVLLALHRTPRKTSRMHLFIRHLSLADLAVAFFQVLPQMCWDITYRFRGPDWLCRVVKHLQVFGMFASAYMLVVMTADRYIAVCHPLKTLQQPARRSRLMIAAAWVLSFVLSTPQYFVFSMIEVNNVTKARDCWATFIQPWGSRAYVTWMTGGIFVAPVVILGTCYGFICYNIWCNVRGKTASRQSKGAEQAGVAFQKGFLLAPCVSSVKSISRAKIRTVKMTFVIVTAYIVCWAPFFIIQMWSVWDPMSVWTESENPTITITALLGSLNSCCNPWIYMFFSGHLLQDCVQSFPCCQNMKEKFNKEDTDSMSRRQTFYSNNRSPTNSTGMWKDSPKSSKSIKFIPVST
# CHO-K1 Ca antag: M1 antagonist counterscreen hit in parental CHO-K1 cells; inhibition, % at 3 µM; ATP-induced calcium, Fluo-8 fluorescence; 0.6% of 360,000 active;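 active = inhibition above a per-plate cutoff, the plate's mean sample inhibition plus 3 SD, cut at about 24% in these data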;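 also: 0% = DMSO plus EC80 ATP and 100% = DMSO alone without ATP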
# CHO-K1 Ca ag: M1 agonist counterscreen hit in parental CHO-K1 cells; activation, % at 3 µM; 0.48% of 360,000 active; AID 602248; Fluo-8 calcium fluorescence; scaled to maximal ATP response, vehicle zero; in the data active = activation above about 15%;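 also: untransfected CHO-K1 host cells lacking M1 receptor as counterscreen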
# TAAR1 antag: antagonists of human TAAR1; Q96RJ0; CHO RD-HGA16 TAAR1, Fluo-8 calcium fluorescence, antagonist; inhibition, % at 3 µM; 1.5% of 360,000 active; AID 624466;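 active = inhibition above a per-plate cutoff, the mean inhibition of test compounds on that plate plus 3 SD, cut at about 49% in these data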;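 also: 0% = DMSO plus EC80 beta-PEA response and 100% = DMSO alone without agonist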
#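 Assay system: RD-HGA16 CHO cells with stable hTAAR1 and Gα16 / Reagent: EC80 β-phenethylamine stimulus / Doses: 3 µM, single point / Timing: dye loading 75 min at 37 °C, then 30 min room temperature / Measured by: Fluo-8 intracellular calcium dye fluorescence, real-time kinetic reads / Controls: vehicle wells and EC80 agonist wells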
# M1 ag: activates human CHRM1 receptor | P11229 | CHO-K1 hM1, Fluo-8 calcium fluorescence, agonist mode; 0% DMSO, 100% acetylcholine EC100 | activation, % at 3 µM | 0.33% of 360,000 active;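 active = activation above the run's mean compound activation plus 3 SD, cut at about 16% in these data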;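 also: peak over basal fluorescence ratio within a 140 s kinetic read after compound addition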
# CHO-K1 Ca PAM: nonselective activator or artifact in parental CHO-K1 calcium assay; ATP EC20, Fluo-8 calcium fluorescence; 0% at ATP EC20, 100% at ATP max; activation, % at 3 µM; 0.02% of 360,000 active; AID 602247;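 active = activation above the run cutoff, the mean activation of all test compounds plus 3 SD, cut at about 40% in these data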;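 also: peak over basal fluorescence ratio in a 140 s read after ATP addition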
# OXTR potentiate: potentiators of human oxytocin receptor; P30559; CHO-OTR cells, Fluo-8 calcium fluorescence, potentiator mode; 0% = oxytocin EC15, 100% = EC100; activation, % at 3 µM; 0.061% of 320,000 active; AID 2445;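 active = activation above that plate's cutoff, the mean activation of tested compounds plus 3 SD, cut at about 6.6% in these data, passing the limit was not always enough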;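 also: 100% uses oxytocin at 75 nM as the full agonist control; some results filed as inactive read as strong as hits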
# Target sequence (P30559 whole entry, looked up): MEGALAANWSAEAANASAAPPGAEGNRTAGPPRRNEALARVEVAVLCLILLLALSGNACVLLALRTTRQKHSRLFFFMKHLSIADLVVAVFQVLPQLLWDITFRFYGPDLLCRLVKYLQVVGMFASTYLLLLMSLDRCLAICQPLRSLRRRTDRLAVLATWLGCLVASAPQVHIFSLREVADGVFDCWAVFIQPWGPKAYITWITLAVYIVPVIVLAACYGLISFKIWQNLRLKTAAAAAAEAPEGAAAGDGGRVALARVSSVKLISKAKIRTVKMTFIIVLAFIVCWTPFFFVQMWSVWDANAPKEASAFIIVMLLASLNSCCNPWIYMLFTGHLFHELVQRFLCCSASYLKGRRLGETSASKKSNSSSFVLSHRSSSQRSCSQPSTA
#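 Replication – single well per compound, singlicate · Assay system – CHO cell line stably expressing human OTR · Timing – 6 min pre-incubation, 100 s read · Measure – normalized max/min fluorescence ratio, % activation · Doses – 3.0 µM, one dose · Detection – Fluo-8 calcium dye fluorescence · Probe or stimulus – oxytocin near EC15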
# TAAR1 ag: human TAAR1 agonism; 0.99% of 360,000 active; CHO RD-HGA16 TAAR1, Fluo-8 calcium fluorescence; vehicle wells 0%, saturating PEA agonist 100%; AID 624467; Q96RJ0; activation, % at 3 µM;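 active = activation above the mean activation of all test compounds in the run plus 3 SD, cut at about 38% in these data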
#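 System: CHO-derived RD-HGA16 cells with stable Gα16 and human TAAR1 / Times: 17-24 h plating, Fluo-8 75 min 37 °C, 30 min RT / Technique: calcium-sensitive Fluo-8 signal, excitation 470-495, emission 515-575 nm / Measure: % activation relative to PEA EC100 response / Benchmarks: DMSO and PEA EC100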
# CHO parental Ca: counter-screen for OX1R antagonists: effect in parental CHO cells | parental CHO-K1, ATP-induced calcium, Fluo-8 fluorescence | inhibition, % at 5.6 µM | 0.63% of 330,000 active | AID 463079;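 active = inhibition above that plate's mean sample inhibition plus 3 SD, cut at about 26% in these data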;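 also: 0% = ATP-challenged DMSO wells and 100% = DMSO wells without ATP; some compounds past the cut are filed as inactive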
#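 Assay system: parental CHO cells; Read-out basis: percent inhibition of ATP-evoked calcium rise, normalized to controls; Benchmarks: ATP and no-ATP DMSO wells; Compound dosing: single nominal dose of 5.6 µM per compound; Signal: Fluo-8 calcium dye fluorescence; Also added: ATP as calcium-mobilizing challenge; Repeats: singlicate.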
# The depositor's hits bear a star; . = no result given; & = joins results of further samples. Rows were taken by chance. About 3.3% of those tested had a hit in this group.
SMILES,V1R ag counter,CHO-K1 Ca antag,CHO-K1 Ca ag,TAAR1 antag,M1 ag,CHO-K1 Ca PAM,OXTR potentiate,TAAR1 ag,CHO parental Ca
O=C(Cn1cc(C(=O)C2CC2)c2ccccc21)NCc1ccc2c(c1)OCO2,0.1,-8,0.6,-15,-3,20,-6,2,-18
CC1CN(C(=S)NC2CCCC2)CC(C)O1 (centres undefined),-0.2,-6,0.4,-5,2,8,-6,0,-2
Cc1ccccc1SCC(=O)NCC1(N2CCCCC2)CCCCC1,.,-7,-0.1,-15,-9,5,.,-1,.
COCCCN1C(=O)C(CC(=O)NC2CCCC2)CC(C(=O)N(C(C)C)C(C)C)=C1C (centres undefined),.,14,0.0,-11,-1,6,.,-1,.
CC(NC(=O)c1ccccc1)C(=O)NNC(=O)c1ccccc1Cl (centres undefined),0.1,-6,0.4,-25,-3,2,-2,1,-5
CCC(=O)Oc1ccc(C2N(C(=O)CC)CCN2S(=O)(=O)c2ccc(C)cc2)cc1OC (centres undefined),0.6,2,0.5,5,-1,11,-11,-1,-3
Cn1cccc1CNC(=S)Nc1ccccc1F,1.8,-8,1.9,-49,-5,14,-1,0,-6
O=C1NC(=O)C2C3c4ccccc4C(c4ccccc43)C12 (centres undefined),-0.2,-20,0.1,-22,0,17,1,7,-3
CCOC(=O)CN1C(=O)CN(c2ccc(C)cc2)C1=O,-1.0,-8,1.0,-12,-9,19,-11,-1,0
COC(=O)c1cc(C(=O)Nn2cnnc2)cc([N+](=O)[O-])c1,0.5,-8,0.5,-7,-1,13,-7,1,-3
NC1(C#Cc2ccc3c(=O)c4ccccc4sc3c2)CCCCC1,1.6,-4,0.1,29,-5,-10,-3,13,-10
O=C(NCc1ccco1)c1sc2ccccc2c1Cl,-1.7,-4,-0.2,-11,-4,16,3,-5,-34
Cc1ccc(C(=O)O/N=C(\N)c2ccccn2)cc1C,-0.1,1,0.6,23,-1,13,-9,5,-1
COCCSc1ccccc1C(=O)Nc1cc(C)on1,-0.2,-14,-0.4,-21,-5,3,-2,0,-1
Cc1ccc(OC(=O)c2ccc(Br)o2)cc1,15,-10,27*,60*,30*,12,-17,87*,18
O=C(OCc1nc2ccc(Cl)cc2n1CCO)c1ccccc1C(=O)c1ccccc1,6.8,6,2.5,9,-8,-1,-10,6,0
COC(=O)c1sc(S(=O)(=O)NC(C)C(=O)O)c(C(=O)OC)c1C (centres undefined),0.5,-1,1.4,1,-3,12,4,0,-11
Nc1nc(SCC(=O)Nc2ccc(S(N)(=O)=O)cc2)n[nH]1,1.0,-16,0.5,-6,-4,19,-4,11,5
O=C(COC(=O)c1cccc(S(=O)(=O)N2CCOCC2)c1)Nc1ccc(Cl)cn1,3.7,-4,1.4,-16,-3,15,-1,3,-18
CC(CNc1nc2ccc(Cl)cc2n2cnnc12)c1ccccc1 (centres undefined),-0.6,-16,2.1,-9,-3,12,-10,1,-20
COc1ccc(OCCC(=O)OCC(=O)NC(=O)NC(C)C)cc1,1.7,-8,0.9,-8,-1,16,-12,3,-4
Cc1ccsc1/C=N/N1CCOCC1,0.5,-5,0.2,-5,-5,10,-2,1,-1
Fc1ccc(Cn2cc(C(=S)N3CCOCC3)c3ccccc32)cc1,-0.8,9,23*,23,8,2,-4,15,-10
CCOC(=O)C1CCN(S(=O)(=O)c2ccc(C)cc2)CC1,0.1,-5,5.4,-21,-7,17,-9,4,-10
O=C1OC[C@@H]2CCCN2C(=O)[C@H](CC(=O)N(CCO)Cc2ccccc2)C/C=C\CC[C@@H]1Cc1ccc(F)cc1,-0.4,-4,-0.4,6,-7,-7,0,11,-9
COc1cccc(C(=O)N2CCN(Cc3nc(-c4ccoc4)oc3C)CC2)c1,.,-10,0.8,-2,-4,10,.,0,.
CC1CCN(Cc2nc(-c3ccc(Cl)cc3)no2)CC1,-1.2,6,1.6,-9,-2,-14,-9,29,0
CCOc1ccccc1NC(=O)Cn1nnc(C(=O)Nc2ccc(C)cc2)c1N,0.5,-11,-0.1,7,-3,3,-6,0,-18
CC(OC(=O)c1ccc2c(=O)n3c(nc2c1)CCC3)C(=O)Nc1ccc(C(N)=O)cc1 (centres undefined),0.0,-17,0.1,5,-3,13,-6,1,2
O=C(NCC(=O)N(CC1CCCO1)C(C(=O)NC1CCCC1)c1ccc(F)cc1)c1ccco1 (centres undefined),-0.3,-5,0.0,6,-2,12,-5,11,-19
O=C(OCC1OC2OC3(CCCCC3)OC2C2OC3(CCCCC3)OC12)c1ccccc1 (centres undefined),-0.4,0,-0.3,-21,-6,2,-2,1,-3
O=C(CSc1n[nH]c(-c2ccccc2Br)n1)NCCN1C(=O)CSC1=O,1.8,-9,0.6,-9,-6,19,1,1,-5
COc1ccc(C(O)c2nc3ccccc3n2C)cc1OC (centres undefined),7.2,-12,13,12,6,8,-5,5,10
CCCn1nnc2sc3c(c2c1=O)CCC(C)C3 (centres undefined),-0.3,2,-0.2,-1,-5,1,-3,3,-16
CC(=O)c1cccc(NC(=O)NC(C)c2ccc3c(c2)OCO3)c1 (centres undefined),1.7,-5,1.3,-5,-3,-9,-5,2,-9
CCC(=O)NC(=Nc1nc2ccccc2s1)NC(=O)CC,-0.2,7,0.2,-4,-2,-5,-14,11,-1
Cc1ccc(C(=O)N[C@H](C(=O)N2CCN(c3ccccc3F)CC2)C(C)C)cc1,-0.9,-14,-1.0,-16,-8,9,2,-5,-12
CC(=O)CSc1ncnc2scc(-c3ccc(F)cc3)c12,-0.7,-4,1.2,-8,-4,25,-6,2,-25
Nn1c(SCC(=O)NC2CCCCCC2)nnc1-c1ccco1,.,-12,0.4,-20,-2,24,.,5,.
COc1ccc(-c2ccc(-c3nnc(Cc4ccc(OC)c(OC)c4)o3)cc2)cc1,-0.6,2,3.0,-12,-5,15,-16,4,-2
CCOC(=O)c1ccc(N(CC(=O)NC2CCCC2)C(=O)CNC(=O)c2ccco2)cc1,1.0,4,0.2,0,-2,3,9,0,-8
Cc1ccc(S(=O)(=O)N2CCCC(c3nc4c(nnn4Cc4ccc5c(c4)OCCO5)c(=O)[nH]3)C2)cc1 (centres undefined),-0.1,-9,0.8,10,-3,8,7,0,-25
O=C1C2CC=CCC2C(=O)N1c1ccc(NCCc2ccccc2)c([N+](=O)[O-])c1 (centres undefined),1.1,-11,0.6,-5,-4,15,-3,28,-7
CC(=O)OCC(=O)c1c[nH]c2ccccc12,0.6,5,0.6,6,-2,15,-9,2,3
CCCCn1nnnc1SCC(=O)Nc1ccc(C)cc1,0.8,-7,-0.4,10,-7,12,-6,14,5
Cc1cccc(NS(=O)(=O)c2ccc(Cl)cc2)n1,1.7,7,-0.3,-10,-2,5,3,-1,1
CC(=O)N1c2ccccc2[C@@H](C)[C@@H]1C,0.5,-9,0.6,-14,-2,13,-3,12,-12
CCCC(CCC(=O)Nc1cccc([N+](=O)[O-])c1)C(=O)O (centres undefined),-0.5,-3,1.1,16,-2,0,-4,4,-3
O=C(COC(=O)/C=C/c1nc2ccccc2s1)Nc1cccc(Cl)c1Cl,-0.2,-10,0.5,-15,-6,26,-4,3,-9
CC(C)NC(=O)c1ccc2c(c1)nnn2C,0.3,-13,1.0,-4,-2,23,-7,6,3
C=C(C)COc1ccc2c(C)c(C)c(=O)oc2c1OCC(=C)C,-1.6,-9,-0.2,12,-5,7,-7,7,2
O=C(/C=C/c1ccccc1)NCCS(=O)(=O)N1CCN(c2ccccc2)CC1,-0.6,12,0.5,9,-2,-11,0,0,-22
Cc1ccc(NC(=O)CN(C)C(=O)Cn2nnc(-c3ccccc3)n2)cc1,-0.3,-7,3.9,-2,-2,10,-4,1,1
Cn1c(=NC(=O)C2CCN(S(=O)(=O)c3cccs3)CC2)sc2ccccc21,1.7,-14&-6,1.3&0.8,-7&-2,1&0,10&16,-10,2&13,-4
CC1(Cc2ccccc2C#N)C(=O)Nc2ccc(-c3ccc4[nH]ccc4c3)cc21 (centres undefined),.,2,3.3,.,-3,16,.,.,.
O=C(CCNS(=O)(=O)c1ccc(Br)cc1)NCc1ccc(F)cc1,-0.1,-15,1.9,0,0,3,-22,2,-15
O=C(O)c1cccc(CSc2nc(-c3ccc(Cl)cc3)cc(C(F)(F)F)n2)c1,21*,-3,0.7,54*,-4,4,-13,5,12
CCN(CC)c1ccc(C(=O)Nn2c(C)nc3ccccc3c2=O)cc1,6.8,-7,2.1,6,-2,10,-16,3,-10
COC(=O)c1sccc1NC(=S)N1CCN(c2ccc(F)cc2)CC1,-0.9,-6,0.9,6,-7,15,1,6,-11
CC1=Nn2c(nnc2-c2ccccc2F)SC1,-0.4,-4,-0.1,2,-2,4,0,17,-14

# In the list so far, these have an NH in an aromatic ring:
SMILES,V1R ag counter,CHO-K1 Ca antag,CHO-K1 Ca ag,TAAR1 antag,M1 ag,CHO-K1 Ca PAM,OXTR potentiate,TAAR1 ag,CHO parental Ca
Nc1nc(SCC(=O)Nc2ccc(S(N)(=O)=O)cc2)n[nH]1,1.0,-16,0.5,-6,-4,19,-4,11,5
O=C(CSc1n[nH]c(-c2ccccc2Br)n1)NCCN1C(=O)CSC1=O,1.8,-9,0.6,-9,-6,19,1,1,-5
Cc1ccc(S(=O)(=O)N2CCCC(c3nc4c(nnn4Cc4ccc5c(c4)OCCO5)c(=O)[nH]3)C2)cc1 (centres undefined),-0.1,-9,0.8,10,-3,8,7,0,-25
CC(=O)OCC(=O)c1c[nH]c2ccccc12,0.6,5,0.6,6,-2,15,-9,2,3
CC1(Cc2ccccc2C#N)C(=O)Nc2ccc(-c3ccc4[nH]ccc4c3)cc21 (centres undefined),.,2,3.3,.,-3,16,.,.,.

# More entries follow.
SMILES,V1R ag counter,CHO-K1 Ca antag,CHO-K1 Ca ag,TAAR1 antag,M1 ag,CHO-K1 Ca PAM,OXTR potentiate,TAAR1 ag,CHO parental Ca
CN(C)S(=O)(=O)c1ccc(C(=O)OCC(=O)N2CC3(C)CC2CC(C)(C)C3)cc1 (centres undefined),2.3,-10,1.3,-28,-5,-17,-5,13,-15
Cc1nnc(-c2ccc(Cl)cc2)[nH]c1=O,1.4,-12,-0.5,11,-5,12,0,6,-4
O=C(Cc1ccccc1)N1N=C(c2ccncc2)CC1(O)C(F)(F)F (centres undefined),2.6,11,3.3,5,-5,-6,-1,3,2
COc1cc(C2CC(=O)c3c(O)cc(O)cc3O2)ccc1O (centres undefined),2.2,4,0.9,8,-3,-8,-1,3,-3
O=C(N/N=C/c1ccc([N+](=O)[O-])cc1)c1cccc2cc[nH]c12,0.1,0,4.3,12,-8,6,-1,12,-3
